pCIP destab: p/CIP-EGFP fusion destabilizers, primary screen, fluorescence, F442A cells. 16 h. hit rate 0.01% among 290,000. Q05BA5. decrease of EGFP signal, % at 10 µM. AID 1984, 2009;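 active means EGFP signal decrease of at least 30% at 10 µM or well 3 SD below plate mean, unless failing retest; inactive means the rest, including hits failing retest or dose response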; further: some compounds called inactive have numbers as strong as hits; many of its hits are not listed in these tables
IDE act: human IDE activators in live cells, primary screen, fluorescence polarization, HEK cells, FAbeta-B substrate | Insulin-degrading enzyme (Homo sapiens), P14735 | FAbeta-B cleavage; 0% vehicle, 100% cell-free pure enzyme wells | activation, % at 5.96 µM | hit rate 0.073% among 340,000 | AID 493087, 2011;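 active means activation above the mean of all tested compounds plus 3 SD, set per screening campaign, cut at about 17% in these data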
IMP-1 inh: IMP-1 metallo-beta-lactamase inhibitors, primary screen, biochemical, epi-absorbance readout, Pseudomonas aeruginosa enzyme. inhibition, % at 5.6 µM. hit rate 0.45% among 290,000. metallo-beta-lactamase IMP-1 (Pseudomonas aeruginosa). purified IMP-1, nitrocefin hydrolysis, epi-absorbance fluorescence;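 active means inhibition above the mean plus 3 SD of all compounds in the same screening run, cut at about 4.5% in these data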;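 further: 0% = IMP-1 with DMSO and 100% = DMSO wells lacking enzyme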
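System – purified recombinant IMP-1 beta-lactamase · Input – IMP-1 dispensed at 0.2 nM · Timing – 15 min preincubation plus 25 min reaction at 25 °C · Signal – Epi-absorbance fluorescence, 480 nm excitation, 530 nm emission · Measure – percent IMP-1 inhibition derived from blank-referenced optical density · Controls – Enzyme-plus-DMSO low control, enzyme-free DMSO high control · Replication – singlicate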
VIM-2 inhibitor: VIM-2 metallo-beta-lactamase inhibitors, primary screen, biochemical, epi-absorbance readout, Pseudomonas aeruginosa enzyme; purified VIM-2, nitrocefin hydrolysis, epi-absorbance fluorescence; inhibition, % at 5.6 µM; hit rate 0.89% among 290,000; AID 1527, 2009;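 active means inhibition above the mean of all tested compounds plus 3 SD, cutoff set per screening run, cut at about 7.5% in these data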;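 further: red hydrolysis product quenches plate fluorescence so inhibitors raise well fluorescence; 0% = enzyme with DMSO and 100% = DMSO without enzyme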
PfM18AAP inh: PfM18AAP inhibitors, malaria aminopeptidase, primary screen, biochemical, QFRET, recombinant enzyme; AID 1822, 2009; inhibition, % at 7.35 µM; hit rate 1.2% among 290,000; H-Glu-NHMec fluorogenic cleavage; M18 aspartyl aminopeptidase (Plasmodium falciparum 3D7);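 active means inhibition above the campaign mean inhibition over all tested compounds plus 3 SD, cut at about 28% in these data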;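 further: 0% = plate median of test compound wells and 100% = 2 mM ZnCl2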
IDE inh: human IDE inhibitors in live cells, primary screen, fluorescence polarization, HEK cells, FAbetaB substrate; Insulin-degrading enzyme (Homo sapiens), P14735; hit rate 0.41% among 320,000; inhibition, % at 5.59 µM; AID 434962, 2010; FAbetaB cleavage;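 active means percent inhibition above the average of all tested compounds plus 3 SD, set per screening campaign, cut at about 16% in these data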;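 further: IDE supplied by intact live HEK cells; FP after avidin binding of uncleaved biotin substrate so inhibition keeps polarization high; 0% = DMSO wells and 100% = 60 µM reference IDE inhibitor Ii1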
HCV NS3 hel inh: inhibitors of HCV NS3 helicase, primary screen, biochemical, Cy5 molecular beacon fluorescence; hit rate 0.56% among 290,000; inhibition, % at 10.9 µM; Hepatitis C virus NS3 helicase; NS3 helicase DNA unwinding;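 active means inhibition above the mean of all tested compounds plus 3 SD, set per campaign, cut at about 35% in these data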;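 further: 0% = DMSO wells and 100% = thioflavine S control wells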
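Compound dosing – single dose, 10.9 µM nominal final, DMSO 0.8% final · System – NS3 helicase fragment of HCV · Buffer or medium – MOPS pH 6.5, MgCl2, DTT, Tween20, BSA · Signal – Cy5 beacon fluorescence read at start and 1 h · Also added – annealed dual-labelled DNA beacon duplex, ATP-started · Schedule – 1 h at 25 °C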
DNA FID counter: compounds displacing fluorescent DNA intercalator, primary screen, artefact control for HCV NS3 helicase inhibitor project, biochemical, FID fluorescence; DNA fluorescent intercalator displacement; inhibition, % at 7.9 µM; hit rate 0.17% among 290,000; AID 1845, 2009; in the data active means inhibition above about 37%;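 further: 0% = vehicle and 100% = reference compound; higher means more ethidium bromide displaced from hairpin DNA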
UBC9 SUMO inh: inhibitors of in vitro SUMOylation cascade, primary screen, biochemical, HTRF, uHTS; inhibition, % at 35 µM; HTRF SUMOylation assay, SAE1/SAE2 + UBC9; hit rate 0.36% among 290,000; SUMO-conjugating enzyme UBC9 (Homo sapiens), P63279; AID 2006, 2009; in the data active means inhibition above about 50%, passing the limit was not always enough; further: strong numbers were not always called active
Starred values were filed as active, the others as inactive; · = not tested or not shown.

SMILES	pCIP destab	IDE act	IMP-1 inh	VIM-2 inhibitor	PfM18AAP inh	IDE inh	HCV NS3 hel inh	DNA FID counter	UBC9 SUMO inh
CC(=O)N1CCc2cc(S(=O)(=O)N3CCOCC3)ccc21	4	6	-4.6	-5.7	-12	1	6	-4	-8
Cc1cc2n(n1)C(c1cccs1)Nc1ccccc1-2 (stereo unspecified)	-9	-5	-3.8	-1.4	5	5	0	-3	26
Oc1ccccc1-c1nc2cnccn2c1Nc1ccc2c(c1)OCCO2	-16	5	-2.8	-3.7	-1	1	-11	-3	-22
Cc1ccccc1NC(=O)NCCc1c[nH]c2ccccc12	-2	0	-3.1	-2.4	0	-2	-4	-3	14
COc1ccc(CC(=O)NCCCSc2ccccc2)cc1OC	-8	-2	-1.8	-2.2	0	·	20	-33	5
Cc1ccc2[nH]c(C(=O)N3CCN(c4cccc(Cl)c4)CC3)cc2c1	2	-2	-2.3	-1.5	4	0	19	-9	5
Cc1ccc(NC(=S)N(C)C(c2ccccc2)c2ccccc2)cc1C	-1	2	-2.3	-3.5	-3	-5	-13	-11	-10
COc1ccc(C(=O)O)cc1NC(=S)NC(=O)c1ccc(-c2ccc(Cl)cc2)o1	-2	-1	-1.7	-2.5	2	·	3	-6	-11
CC(C)Oc1ccc(C(=O)N(CN2CCCC2=O)c2ccc(F)cc2)cc1	11	-2	-2.9	-2.6	3	-5	0	-16	-24
O=C(/C=N/O)Nc1ccccc1C(=O)O	-5	5	-5.7	-4.0	-1	1	5	7	-4
CCN1C(=S)N[C@@H](c2cccc(F)c2)C(C(=O)OC)=C1C	-3	6	-2.8	-3.3	1	0	24	-16	-19
COc1ccc(-c2csc(/C(C#N)=C\c3ccc(O)c([N+](=O)[O-])c3)n2)cc1OC	7	4	0.2	0.4	-2	-5	21	1	4
O=C(NCCCn1ccnc1)/C(=C\c1ccccc1F)NC(=O)c1ccccc1	-21	4	-1.0	-1.3	-11	0	-6	-3	10
CCCCC1CCC(C(=O)Nc2c(C)n(C)n(-c3ccccc3)c2=O)CC1 (stereo unspecified)	·	·	-1.6	-5.0	-3	·	2	-7	·
COC(=O)c1[nH]c2cc(C)ccc2c1NC(=O)CN1CCc2cc(OC)c(OC)cc2C1	0	4	-2.4	-2.7	-4	1	-11	-15	-10
COc1ccc(-c2nc(CN3CCC(C(=O)N4CCOCC4)CC3)c(C)o2)cc1OC	7	-1	-2.0	-2.3	1	5	9	-6	10
COc1ccc([N+](=O)[O-])cc1NC(=O)c1ccc(N(Cc2ccccc2C)S(C)(=O)=O)cc1	-5	1	-3.2	-1.5	2	4	4	1	-10
CCc1ccccc1NC(=O)C1CCN(S(=O)(=O)c2ccc3c(c2)N(C(C)=O)CCO3)CC1	-12	0	-1.8	-0.4	-2	0	-4	-48	6
CC(OC(=O)C1=COCCO1)C(=O)Nc1cc(S(=O)(=O)N2CCCCC2)ccc1Cl (stereo unspecified)	-7	1	-1.2	1.3	-8	0	-3	-15	10
Cc1ccc(C2C(C#N)=C(N)SC(N)=C2C#N)cc1	-17	-9	-3.3	-1.2	42*	·	6	5	18
CCOC(=O)c1ccccc1NC(=O)CSc1ccc(-c2cccnc2)nn1	-5	4	-3.4	-2.8	-3	7	-1	-19	18
Cc1ccc(-n2c(C)nc3c(cnn3-c3ccc(C)c(C)c3)c2=O)cc1C	-18	0	-5.2	-4.8	-9	-2	2	-3	0
O=C(c1cnsn1)N1CCN(c2ccccc2)CC1	-12	5	-4.4	-0.6	-4	5	-2	-3	18
CN(C)S(=O)(=O)c1ccc2c(c1)C(=NO)c1cc(S(=O)(=O)N(C)C)ccc1-2	3	-2	-0.4	-1.0	-4	-1	8	-7	14
CCC(=O)Nc1nnc(SCC(=O)NC2CCCC2)s1	6	5	-1.0	2.2	0	-2	-2	-6	-4
CC(=O)Nc1cccc(NC(=O)c2cc(Cl)ccc2Cl)c1	5	8	-2.0	-1.6	-13	0	-18	-4	-4
COc1ccccc1NC(=O)CCCc1nc(-c2ccc(OC)c(OC)c2)no1	-10	2	-3.0	-2.2	1	5	0	-27	12
COc1ccc2c(c1)nc(CN1CCN(CCO)CC1)n2C	-5	-1	-4.7	-4.3	-6	0	10	2	14
CC(NC(=O)C(C)(C)C)C(c1cccs1)N1CCOCC1 (stereo unspecified)	2	1	-2.2	-0.5	-3	1	-2	-6	11
COc1ccccc1NC(=S)NC(=O)C(C)C	7	8	-2.6	-3.2	-5	-3	6	-3	-22
COc1cc2[nH]cc(C(=O)NCCc3ccccc3)c(=O)c2cc1OC	-5	6	-3.8	-1.6	-1	-1	-9	9	-4
CCOC(=O)N1CCC(NC(=O)C2=CCN(S(=O)(=O)c3ccc(F)cc3)CC2)CC1	-8	6	0.0	-0.8	-5	3	-1	-26	13
O=C(Cn1c(-c2ccccc2)noc1=O)Nc1ccc(N2CCCCCC2)cc1	-16	-2	-2.7	-2.4	21	-4	-12	7	-9
Cc1ccc(C(=O)CC2(O)C(=O)Nc3ccccc32)s1 (stereo unspecified)	-6	1	-1.0	-1.5	-7	1	3	-1	-10
O=C1c2ccccc2NC2CCCCC12 (stereo unspecified)	2	4	-4.3	-4.0	-2	1	0	-4	-17
C=CCOc1ccc(C(=O)CC)cc1OC	-20	1	-5.0	0.2	-4	0	-3	-4	13
CCOC(=O)c1c(C)[nH]c(C(=O)NCCc2ccc(OC)c(OC)c2)c1C	-16	1	0.3	-6.8	11	7	5	-33	-9
COc1ccc2cc(CCNC(=O)c3ccc(Br)o3)c(=O)[nH]c2c1	-15	1	0.5	0.2	-5	3	0	-17	3
Cc1cc(NC(=O)c2cccc(S(=O)(=O)N3CCOCC3)c2)c2ccccc2n1	-9	1	0.1	-2.5	-2	0	1	2	20
COc1ccc(-c2cc3ccccc3oc2=O)cc1NC(=O)c1cccnc1	-5	-1	-1.6	0.2	-12	0	0	-16	13

The final 2 compounds of the section before come first, to join the parts.
SMILES	pCIP destab	IDE act	IMP-1 inh	VIM-2 inhibitor	PfM18AAP inh	IDE inh	HCV NS3 hel inh	DNA FID counter	UBC9 SUMO inh
Cc1cc(NC(=O)c2cccc(S(=O)(=O)N3CCOCC3)c2)c2ccccc2n1	-9	1	0.1	-2.5	-2	0	1	2	20
COc1ccc(-c2cc3ccccc3oc2=O)cc1NC(=O)c1cccnc1	-5	-1	-1.6	0.2	-12	0	0	-16	13
CC(=O)Nc1ccc(C(=O)NC(C)c2ccc(-n3ccnc3)cc2)cc1 (stereo unspecified)	-3	-2	-3.1	-2.7	3	1	7	-1	18
CCOc1ccc(-c2nnc3sc(-c4ccccc4OC)nn23)cc1	·	9	-4.3	-3.3	0	·	7	-3	·
O=C(O)CCn1cc(/C=C2\SC(=S)NC2=O)c(-c2ccccc2)n1	15	·	-3.0	-3.2	12	11	20	-17	3
COc1ccc(NC(=O)Nc2ccc(OC)c(OC)c2)c([N+](=O)[O-])c1	-1	4	-1.5	-2.2	-1	-1	1	0	-4
CCOC(=O)/C(C#N)=C/Nc1cc(F)ccc1C	-7	5	-2.3	-0.9	-13	-8	2	-6	7
CC1CCCCN1S(=O)(=O)c1ccccc1[N+](=O)[O-] (stereo unspecified)	6	4	-1.8	-2.7	-4	4	4	-4	-10
COC(=O)c1cc(=O)n(C2CC2)c(=NC2CC2)s1	-20	7	0.5	2.0	-2	-1	-5	1	5
CCCCNC(=O)c1ccc(CS(=O)(=O)c2ccc(OC)cc2)o1	-6	2	-3.1	-3.0	0	1	-2	-9	-8
CC1CCCCN1c1nc2nonc2nc1N1CCCCC1C (stereo unspecified)	-19	6	-2.3	-1.7	8	-4	20	-9	-3
CS(=O)(=O)Nc1cccc(C2=NN(S(=O)(=O)c3ccccc3)C(c3cccs3)C2)c1 (stereo unspecified)	-8	6	-1.0	-0.7	3	4	-6	-16	-4
Cc1cc(C)n(CC(=O)n2c3ccccc3c3ccccc32)n1	-11	-1	-1.4	1.4	-5	6	0	-7	14
O=C(O)c1ccc(/C=C2\SC(=S)N(NC(=O)c3ccccc3)C2=O)cc1	-1	0	-2.4	-1.7	10	-1	24	-11	4
O=C(CCc1nc2ccccc2[nH]1)Nc1ccccc1	-2	-2	-4.1	-0.8	-5	6	-7	-3	3
COc1ccc(CCN=C(N)NS(=O)(=O)c2ccc(C)cc2)cc1	-4	6	0.6	2.0	-4	1	23	-16	-17
O=C(O)CCC(=O)Nc1ccc(OCC(=O)O)cc1	-12	6	-4.1	-3.2	-5	-2	1	-1	16
CCCCSc1nnc([C@@H]2CCCN2C(=O)OC(C)(C)C)o1	0	2	-1.7	-1.1	-7	2	-4	-25	5

As a short view, some entries already given:
SMILES	pCIP destab	IDE act	IMP-1 inh	VIM-2 inhibitor	PfM18AAP inh	IDE inh	HCV NS3 hel inh	DNA FID counter	UBC9 SUMO inh
COC(=O)c1cc(=O)n(C2CC2)c(=NC2CC2)s1	-20	7	0.5	2.0	-2	-1	-5	1	5
CCCCNC(=O)c1ccc(CS(=O)(=O)c2ccc(OC)cc2)o1	-6	2	-3.1	-3.0	0	1	-2	-9	-8
CC1CCCCN1c1nc2nonc2nc1N1CCCCC1C (stereo unspecified)	-19	6	-2.3	-1.7	8	-4	20	-9	-3
CS(=O)(=O)Nc1cccc(C2=NN(S(=O)(=O)c3ccccc3)C(c3cccs3)C2)c1 (stereo unspecified)	-8	6	-1.0	-0.7	3	4	-6	-16	-4
Cc1cc(C)n(CC(=O)n2c3ccccc3c3ccccc32)n1	-11	-1	-1.4	1.4	-5	6	0	-7	14
O=C(O)c1ccc(/C=C2\SC(=S)N(NC(=O)c3ccccc3)C2=O)cc1	-1	0	-2.4	-1.7	10	-1	24	-11	4
O=C(CCc1nc2ccccc2[nH]1)Nc1ccccc1	-2	-2	-4.1	-0.8	-5	6	-7	-3	3

Assay outcomes as filed in PubChem BioAssay.

Compounds as they come; any-hit rate near 3.6%.
